CHT block: inhibitors of human choline transporter CHT; CHT-expressing cells, membrane potential dye, choline response; active compounds read low; B-score at 10 µM; 0.86% of 310,000 active; AID 488975, 2010;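 active = B-score over 3 SD under the library average, and starting fluorescence ratio not unusually high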;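 note: choline stimulus applied at its EC90 after an EC20 pre-addition; B-score computed on integrated fluorescence ratio after choline addition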
Target sequence (Q9GZV3 whole entry, looked up): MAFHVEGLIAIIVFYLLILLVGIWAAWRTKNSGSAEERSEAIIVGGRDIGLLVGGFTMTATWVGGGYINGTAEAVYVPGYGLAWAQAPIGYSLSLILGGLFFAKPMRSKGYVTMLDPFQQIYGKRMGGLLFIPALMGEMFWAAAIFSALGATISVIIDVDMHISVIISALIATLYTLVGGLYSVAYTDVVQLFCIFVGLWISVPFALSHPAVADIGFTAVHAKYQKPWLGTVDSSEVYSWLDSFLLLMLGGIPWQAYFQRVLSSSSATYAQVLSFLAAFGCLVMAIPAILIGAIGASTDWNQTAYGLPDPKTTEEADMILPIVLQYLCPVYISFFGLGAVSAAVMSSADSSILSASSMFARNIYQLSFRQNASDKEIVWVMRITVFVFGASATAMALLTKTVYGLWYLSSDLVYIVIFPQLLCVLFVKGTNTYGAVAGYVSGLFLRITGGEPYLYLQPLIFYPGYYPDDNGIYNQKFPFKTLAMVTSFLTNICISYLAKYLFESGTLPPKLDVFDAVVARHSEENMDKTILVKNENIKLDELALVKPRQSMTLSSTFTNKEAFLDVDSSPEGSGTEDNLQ
CHT allo act: CHT positive allosteric modulators, primary screen, cell-based, membrane potential dye, choline EC20 | CHT-expressing cells; active compounds read high; LV-AA mutant CHT in HEK293 cells | B-score at 10 µM | 0.49% of 310,000 active | AID 488977, 2010;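 active = initial fluorescence not abnormally high and integrated response B-score, plate-corrected, over 3 SD above library mean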
STK33 inh: inhibitors of purified STK33 kinase, primary screen, biochemical, ADP-Glo luminescence, homogeneous, cell-free; MBP phosphorylation; inhibition, % at 10 µM; 0.073% of 320,000 active; AID 2661, 2010;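 active = inhibition at or above 25%, using the most active replicate where run in duplicate; inactive = inhibition below 25%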
Target sequence (Q9BYT3 whole entry, looked up): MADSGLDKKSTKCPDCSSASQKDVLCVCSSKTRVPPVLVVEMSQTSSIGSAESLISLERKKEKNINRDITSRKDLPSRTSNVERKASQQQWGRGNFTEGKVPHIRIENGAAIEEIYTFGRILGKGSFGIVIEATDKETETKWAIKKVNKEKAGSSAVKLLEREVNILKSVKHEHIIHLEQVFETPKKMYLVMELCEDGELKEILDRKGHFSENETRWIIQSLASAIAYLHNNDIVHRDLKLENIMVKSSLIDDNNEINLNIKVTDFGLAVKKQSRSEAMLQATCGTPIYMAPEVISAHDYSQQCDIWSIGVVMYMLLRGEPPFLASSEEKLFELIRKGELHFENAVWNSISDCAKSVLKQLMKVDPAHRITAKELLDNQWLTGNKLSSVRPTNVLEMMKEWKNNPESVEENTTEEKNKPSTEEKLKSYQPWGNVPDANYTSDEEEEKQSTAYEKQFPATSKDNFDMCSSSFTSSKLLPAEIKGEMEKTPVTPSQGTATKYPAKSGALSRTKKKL
Starred values were filed as active, the others as inactive; i = inactive; . = no result given.

Every second line gives: CHT block, CHT allo act, STK33 inh
> CCc1nc2ccccc2nc1N1CCN(S(=O)(=O)c2ccccc2)CC1
 : i, i, -4.1
> CCC(=O)c1cc(F)c(N2CCN(C(=O)c3ccco3)CC2)cc1C
 : i, i, -1.7
> COc1ccc2nc(NC(=O)CS(=O)(=O)c3ccc(C)cc3)sc2c1
 : i, i, 2.3
> Cc1cccc(NC(=O)CCCc2ccccc2)c1C
 : i, i, -0.3
> Cc1ccc(C(=O)n2nc(-c3cccnc3)nc2N)cc1
 : i, i, -1.1
> Nc1ccc(-n2cc(-c3ccccc3)[nH]c2=S)cc1
 : i, i, 1.7
> O=C(Cn1cnc2cc([N+](=O)[O-])ccc2c1=O)Nc1ccc(Br)cc1
 : i, i, 0.4
> Cc1ccccc1Cn1ccc(NC(=O)c2cc3ncc(Br)cn3n2)n1
 : i, i, -2.6
> CCn1nc(Cc2cccc3ccccc23)c(C#N)c1N
 : i, i, -2.0
> CC1CN(C(=O)C2(C)CC2(Cl)Cl)CC(C)O1 (stereo not given)
 : i, i, -1.0
> CCNC(=S)N1CCN(CC(=O)Nc2ccc(OC)cc2)CC1
 : i, i, -0.4
> CCCC(C)c1nnc(NC(=O)CCS(=O)(=O)Cc2ccccc2)s1 (stereo not given)
 : i, i, 1.5
> Cc1cc(C)n(-c2nc3c(c(=O)n(C)c(=O)n3C)n2C)n1
 : i, i, -0.9
> O=C(O)C1C(c2ccccc2)C(C(=O)Oc2ccccc2)C1c1ccccc1 (stereo not given)
 : i, i, -0.4
> COc1ccc(Cn2c(=O)[nH]c3cc(C(=O)N4CCN(c5ccccn5)CC4)ccc3c2=O)cc1
 : i, i, 0.5
> COc1ccc(C2=NOC(Cn3nc(C(=O)NCc4cccc(C(F)(F)F)c4)cc3-c3ccccc3)C2)cc1 (stereo not given)
 : i, i, -0.5
> Cc1oc(-c2ccccc2F)nc1CS(=O)(=O)CC(=O)N1CCc2ccccc21
 : i, i, 0.0
> CC(C)CCNC(=O)c1ccc(-c2ccccc2)cc1
 : i, i, -1.6
> Cc1ccc2c(c1)c1c(c(=O)n(-c3ccccc3C)c(=O)n1CC(=O)NCC1CCCO1)n2C (stereo not given)
 : i, i, -0.2
> COc1cccc(OC)c1C(=O)NC(=S)Nc1ccc(N2CCOCC2)c(Cl)c1
 : i, i, 3.2
> Cn1c(=NC(=O)C2CC2)sc2cc(F)cc(F)c21
 : i, i, -2.1
> O=C(NCCc1ccccc1Cl)C1CCN(S(=O)(=O)c2cccs2)CC1
 : i, i, -1.9
> COc1cccc(C(=O)Nc2nc(-c3ccncc3)cs2)c1
 : i, i, 0.6
> CCC(C)Nc1nc(Cl)nc(NCCOc2ccccc2)n1 (stereo not given)
 : i, i, -0.7
> O=C(COc1ccc(C(=O)c2ccccc2)cc1)Nc1ncccc1O
 : i, i, -1.3
> COc1ccccc1NC(=O)CSc1nnc(-c2ccc(C)cc2)o1
 : i, i, -3.6
> CC1=C(C(=O)N2CCOCC2)C(c2c(C)cc(C)cc2C)NC(=S)N1 (stereo not given)
 : i, i, -1.4
> COCCN(Cc1cc2cc(C)cc(C)c2nc1Cl)C(=O)Nc1ccccc1
 : i, i, -1.7
> CN1C(=O)/C(=C/c2cccc(Cl)c2)Sc2ccc(C(=O)NCc3cccnc3)cc21
 : i, i, -1.4
> COc1ccc(N2CCN(S(=O)(=O)CCNC(=O)COc3ccc(Cl)cc3)CC2)cc1
 : i, i, -0.1
> CC(=O)Nc1ccc2nc(NC(=O)COc3ccc(C)cc3)sc2c1
 : i, i, 0.2
> O=C(Nc1cccc(-n2cnnn2)c1)c1cnccc1Cl
 : i, i, -2.0
> COc1ccccc1-c1ocnc1C(=O)N1CCN(C(=O)C(c2ccccc2)c2ccccc2)CC1
 : i, i, 4.0
> CCn1cc(C(=O)NCc2cccc(C(F)(F)F)c2)c(=O)c2ccc(C)nc21
 : i, i, -1.3
> O=C(CCn1c(=O)[nH]c2ccsc2c1=O)N1CC(=O)N(CCc2ccccc2)C(=O)C1
 : i, i, -0.7
> CCOc1ccc(C2Sc3ccccc3NC3=C2C(=O)OC3)cc1 (stereo not given)
 : i, i, -0.3
> CCOc1ccccc1C(=O)Oc1ccc2ccc(=O)oc2c1
 : i, i, -2.2
> COc1ccc(NC(=O)c2c(Cl)n(C)c3ccccc23)cc1
 : i, i, -0.9
> CC(C)=CCOc1ccc2c(C)c(CC(=O)N3C[C@H]4C[C@@H](C3)c3cccc(=O)n3C4)c(=O)oc2c1C
 : i, i, -2.0
> COc1cc(C)c(Br)cc1S(=O)(=O)NCc1ccncc1
 : i, i, -0.6
> O=P(O)(c1ccc(Cl)cc1)c1ccc(Cl)cc1
 : i, i, -1.0
> CNS(=O)(=O)c1cc(Nc2ncnc3sccc23)ccc1C
 : i, i, -0.4
> CN(C(=O)c1ccoc1)c1ccc2ccccc2c1
 : i, i, -3.4
> Oc1c(I)cc(Cl)c2cccnc12
 : i, i, -1.2
> Cc1c(-c2nn(C)c(=O)c3ccccc23)oc2ccc(F)cc2c1=O
 : i, i, 0.6

(continued)
| SMILES | CHT block | CHT allo act | STK33 inh |
| --- | --- | --- | --- |
| Cc1[nH]c2ccccc2c1C(=O)CSC(=S)N1CCN(C)CC1 | i | i | 1.1 |
| COc1ccc(C(=O)NN2CCOCC2)cc1 | i | i | -1.1 |
| CC(C)(C)OC(=O)CNC(=O)c1[nH]cnc1C(=O)N[C@@H](Cc1ccccc1)C(=O)OC(C)(C)C | i | i | -0.2 |
| COc1ccc(CNC(=O)CN(Cc2ccco2)C(=O)CNS(=O)(=O)c2ccccc2)cc1 | i | i | -1.7 |
| Cc1cc(C)cc(N2C(=O)C3CC=CCC3C2=O)c1 (stereo not given) | i | i | 0.8 |
| COc1ccccc1CNC(=O)C1CCC(CNS(=O)(=O)c2cccs2)CC1 (stereo not given) | i | i | 0.1 |
| Cc1ccc(-n2nc3c(c2NC(=O)C(C)(C)C)CS(=O)(=O)C3)cc1 | i | i | -0.2 |
| Cc1nc(N2CCN(c3ccccn3)CC2)c2c(C)c(C(=O)Nc3c(F)cc(F)cc3Br)sc2n1 | i | i | -1.7 |
| COCCN1C(=O)c2oc3ccccc3c(=O)c2C1c1ccc(C(=O)OC)cc1 (stereo not given) | i | i | 1.4 |
| O=C(CSc1nc2ccccc2o1)Nc1nc2ccc(Br)cc2s1 | i | i | -1.1 |
| COC(=O)c1sccc1NC(=O)COc1ccc(F)cc1Cl | i | i | -1.4 |
| CC(=O)Oc1ccc(-c2nc(-c3cccnc3)no2)cc1 | i | i | 1.3 |
| Cc1ccc(S(=O)(=O)N(C)c2ccc(C(=O)NCc3ccccn3)cc2)cc1 | i | i | 1.9 |
| O=C(Nc1ccc2c(c1)oc1ccccc12)c1ccc(Br)o1 | i | i | -1.6 |
| Cc1nn(C(C)C(=O)N/N=C/c2ccc(N(C)C)cc2)c(C)c1[N+](=O)[O-] (stereo not given) | i | i | -2.3 |
| CCOc1ccc(NC(=O)CN(C)CC(=O)NC(C)c2ccccc2)cc1OCC (stereo not given) | i | i | 0.2 |
| Cc1ccc(Cn2c(NCCCn3ccnc3)nc3c2c(=O)n(C)c(=O)n3C)cc1 | i | i | 0.4 |
| COc1ccc(Cl)cc1N(CC(=O)NCCSCc1ccccc1)S(C)(=O)=O | i | i | -0.3 |
| Cc1ccc(/C(C#N)=C\c2ccc(N3CCOCC3)o2)cc1 | i | i | -1.7 |
| CNC(=O)c1ccc(-c2ccc(F)cc2)s1 | i | i | -0.7 |
| COc1ccc(Cc2nnc(SC)[nH]c2=O)cc1 | i | i | 0.4 |
| CCN(C(=O)CCCCC(=O)N(CC)c1ccccc1)c1ccccc1 | i | i | -1.4 |
| N#Cc1c(NC(=O)CSc2nnc(-c3ccccc3O)n2-c2ccccc2)sc2c1CCCC2 | i | i | -4.1 |
| C/C(=N\NC(=O)CNC(=O)c1cccnc1)c1cccc(O)c1 | i | i | 0.1 |
| O=c1ccc(-c2ccccc2)no1 | i | i | 0.5 |
| O=C(C1CC(=O)N(c2ccc(F)cc2)C1)N1CCC(c2nc3ccccc3[nH]2)CC1 (stereo not given) | i | i | . |
| COc1ccc(/C=C/CN2CCCC(CCC(=O)NCc3ccc(F)c(F)c3)C2)cc1 (stereo not given) | i | i | -1.6 |
| COC(=O)Nc1ccc(S(=O)(=O)N2CCCC(C(=O)Nc3cccnc3)C2)cc1 (stereo not given) | i | i | -0.5 |
| COC(=O)C1SCCN1S(=O)(=O)c1ccc(Cl)cc1 (stereo not given) | i | i | -0.7 |
| CCn1c(CSc2nnc3ccccn23)nc2cc(C(=O)O)ccc21 | i | i | -0.1 |
| Nc1cc(C(F)(F)F)cc2c1SCC(=O)N2 | i | i | -0.5 |
| CC(C)(C)n1nnnc1C(c1ccc2ncccc2c1)N1CCC(O)CC1 (stereo not given) | -5.3* | i | 0.2 |
| O=C(c1ccccc1)C(CCC(CN1CCOCC1)C(=O)c1ccccc1)CN1CCOCC1 (stereo not given) | i | i | -0.8 |
| COc1ccc(/C=C2\SC(N3CCc4ccccc4C3)=NC2=O)cc1OC | i | i | 0.1 |
| COc1ccc(Nc2nc(CN3CCOCC3)nc3sc4c(c23)CCC(C)C4)cc1OC (stereo not given) | i | i | -1.0 |
| Cc1ccc(O)c(N=Cc2ccc(C)s2)c1 | i | i | 1.1 |
| O=C(NCCN1CCOCC1)c1ccc(Cl)c(S(=O)(=O)N2CCCCCC2)c1 | i | i | -0.1 |
| CC/C(=C\C(=O)c1ccncc1)Nc1ccc(O)cc1 | i | i | -1.1 |
| CC(Oc1ccc(F)cc1)C(=O)Nc1cc(S(=O)(=O)N2CCOCC2)ccc1N1CCCCC1 (stereo not given) | i | i | -0.3 |
| Cc1ccc(N2CCN(/N=C/C(Cl)=C/c3ccccc3)CC2)cc1 | i | i | -0.7 |
| CC1(c2cnc(Nc3ccccc3)s2)CCC(=O)O1 (stereo not given) | i | i | 0.6 |
| COc1cc(NC(=O)c2cc(C)no2)c(OC)cc1Cl | i | i | -1.5 |
| O=c1oc2ccccc2c(Nc2ccc(F)cc2)c1[N+](=O)[O-] | i | i | -1.2 |
| Cc1ccc(C)c(Oc2nnnn2-c2ccccc2)c1 | i | i | -1.6 |
| Clc1cccc(Cl)c1-c1noc(CN2CCOCC2)n1 | i | i | -0.4 |
| CCCS(=O)(=O)n1nc(-c2ccc(Br)cc2)cc1N | i | i | 0.6 |
| N/C(=N\OS(=O)(=O)c1ccc(Cl)cc1)c1cccnc1 | i | i | -1.6 |
| Cc1ccc(-n2cc(CNC(C)Cn3cncn3)c(-c3ccc(F)cc3)n2)cc1 (stereo not given) | i | i | -0.6 |
| Cc1ccc(SCCNS(=O)(=O)c2ccc(F)cc2)cc1 | i | i | -0.6 |
| CCCOC(=O)CC1C(=O)NCCN1Cc1ccccc1C (stereo not given) | i | i | -1.7 |

Among those listed so far, these contain a thiophene ring, fused or not:
| SMILES | CHT block | CHT allo act | STK33 inh |
| --- | --- | --- | --- |
| O=C(NCCc1ccccc1Cl)C1CCN(S(=O)(=O)c2cccs2)CC1 | i | i | -1.9 |
| O=C(CCn1c(=O)[nH]c2ccsc2c1=O)N1CC(=O)N(CCc2ccccc2)C(=O)C1 | i | i | -0.7 |
| CNS(=O)(=O)c1cc(Nc2ncnc3sccc23)ccc1C | i | i | -0.4 |
| COc1ccccc1CNC(=O)C1CCC(CNS(=O)(=O)c2cccs2)CC1 (stereo not given) | i | i | 0.1 |
| Cc1nc(N2CCN(c3ccccn3)CC2)c2c(C)c(C(=O)Nc3c(F)cc(F)cc3Br)sc2n1 | i | i | -1.7 |
| COC(=O)c1sccc1NC(=O)COc1ccc(F)cc1Cl | i | i | -1.4 |
| CNC(=O)c1ccc(-c2ccc(F)cc2)s1 | i | i | -0.7 |
| N#Cc1c(NC(=O)CSc2nnc(-c3ccccc3O)n2-c2ccccc2)sc2c1CCCC2 | i | i | -4.1 |
| COc1ccc(Nc2nc(CN3CCOCC3)nc3sc4c(c23)CCC(C)C4)cc1OC (stereo not given) | i | i | -1.0 |
| Cc1ccc(O)c(N=Cc2ccc(C)s2)c1 | i | i | 1.1 |

Next section:
| SMILES | CHT block | CHT allo act | STK33 inh |
| --- | --- | --- | --- |
| [O-][n+]1ccccc1SC/C=C/c1ccccc1 | i | i | 0.2 |
| CC1CCN(CCCNC(=O)c2ccc3c(=O)n(Cc4ccc(Cl)cc4)c(=S)[nH]c3c2)CC1 | i | i | -1.0 |
| CC(Sc1nnc(CNc2cccc3ccccc23)n1-c1ccccc1)C(=O)N/N=C/c1ccco1 (stereo not given) | i | i | 1.1 |
| O=C(NC(=S)Nc1cccc2[nH]ncc12)c1ccccc1 | i | i | 1.3 |
| Cc1nc2n(n1)C(c1ccccc1)C1=C(CC(c3ccco3)CC1=O)N2 (stereo not given) | i | i | 0.3 |
| NC(=O)CSc1oc(-c2ccco2)nc1S(=O)(=O)c1ccc(F)cc1 | i | i | 0.7 |
| O=C(Nc1ccc(S(=O)(=O)NCCc2ccccc2)cc1)c1ccco1 | i | i | -0.8 |
| Cc1ccc(N(C)C(=O)N2CCN(S(=O)(=O)c3ccc4ccccc4c3)CC2)cc1 | i | i | -0.9 |
| Cc1ccc(OC(=O)c2cc(C)nn2C(C)(C)C)cc1 | i | i | -0.1 |
| CCN(CC)S(=O)(=O)c1cccc(C(=O)Nc2ccc(S(=O)(=O)NC3=NCCCCC3)cc2)c1 | i | i | -0.9 |
| O=C(c1ccc(NC(=O)C(c2ccccc2)c2ccccc2)cc1)c1ccc(C(=O)O)c(C(=O)O)c1 | i | i | -2.1 |
| COc1ccc(Cn2c(=N)c(C(=O)NC3CCCCC3)cc3c(=O)n4ccccc4nc32)cc1 | i | i | 1.5 |
| Cc1ccc(N2C(=O)NC(NS(=O)(=O)c3ccccc3)(C(F)(F)F)C2=O)cc1 (stereo not given) | i | i | -1.1 |
| CSc1nc(N)c(NC(=O)c2ccc(Br)o2)c(=O)[nH]1 | i | i | -2.1 |

From PubChem
